# mHTT CaM bind = disrupts binding of mutant huntingtin to calmodulin; inhibition, % at 15 µM; AlphaScreen His-mHTT/GST-CaM binding, luminescence; 190,000 compounds, 3.6% hits;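 note: 0% = both proteins with DMSO and 100% = one protein alone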
# Pf apPOL block = Pf-apPOL DNA polymerase inhibition | Recombinant Pf-apPOL, molecular beacon fluorescence, 1.5 h | 210,000 compounds, 0.25% hits | inhibition, % at 10 µM
# An asterisk follows results filed as active; i = inactive; x = not tested or not shown; & = joins results of further samples. Cut-off read from the data, not from the text of the source: active = inhibition above about 50%; inactive = the rest.
SMILES,mHTT CaM bind,Pf apPOL block
CCC(=O)Nc1c(-c2cccc(F)c2)nc2ccccn12,-4,4
COc1ccc(C2CC(c3ccc(C)cc3)Nc3nnnn32)c(OC)c1OC (stereo unspecified),14,-5
Cc1cc(C)c2c3c(cn2n1)c(=O)n(C)c(=O)n3C,2&7,-41&-2
COc1ccc(Br)cc1C=NN=Cc1cc(Br)ccc1OC,x,-1
COCCCNC(=O)CC1CCN(C(=O)c2sc(-c3ccc(F)cc3)nc2C)CC1,11,-12
CCOC(CNC(=O)c1ccc2c(c1)ncn2-c1ccc(OCc2ccccc2)cc1)OCC,33,-4
CC(C(=O)NCc1ccccn1)N1CCN(c2ccccc2Cl)CC1 (stereo unspecified),75*,-24
Cc1cc(Br)ccc1NC(=O)C1c2ccccc2C(=O)N2CCc3ccccc3C12 (stereo unspecified),16,-4
Cc1[nH]c2c(Cl)cccc2c(=O)c1CN(C)Cc1ccccc1,-5,-3
COc1ccc(C2=C/C(=C\c3cccc(OC)c3OC)C(=O)O2)c(OC)c1,-35,7
Cc1ccccc1NC(=O)C1C2CCCCC21 (stereo unspecified),0,-12
O=C(CSc1nnc2ccc(-c3ccccn3)nn12)c1ccc(Cl)cc1,-12,2
Cc1cc(C(F)(F)F)n2nc(C(C)C)cc2n1,x,-6
COc1ccc(C(=O)CSc2nc(N)cc(=O)[nH]2)cc1[N+](=O)[O-],4,-6
Cc1ccccc1C(=O)NCCSCc1c(F)cccc1Cl,-12,-2
CC(C)(C)c1ccc(S(=O)(=O)N2CCCC(CNC(=O)c3ccccc3)C2)cc1 (stereo unspecified),5,2
O=C(NCc1ccccc1)C1CC(=O)N(Cc2ccccc2F)C1 (stereo unspecified),-4,0
Cc1cc(Cl)nc(Cl)c1C(=O)NC(=O)Nc1ccccc1C(F)(F)F,-9,-2
O=C(Nc1cccc(-c2ccc(N3CCOCC3)nn2)c1)c1cc(-c2ccc(F)cc2)n[nH]1,-3,-6
COc1cc(C)c(C)cc1S(=O)(=O)N1CCN(c2ccccc2)CC1,1,-2

# Of the compounds above, three have an NH in an aromatic ring:
SMILES,mHTT CaM bind,Pf apPOL block
Cc1[nH]c2c(Cl)cccc2c(=O)c1CN(C)Cc1ccccc1,-5,-3
COc1ccc(C(=O)CSc2nc(N)cc(=O)[nH]2)cc1[N+](=O)[O-],4,-6
O=C(Nc1cccc(-c2ccc(N3CCOCC3)nn2)c1)c1cc(-c2ccc(F)cc2)n[nH]1,-3,-6

# The main list resumes with the 3 entries that preceded the break.
SMILES,mHTT CaM bind,Pf apPOL block
Cc1cc(Cl)nc(Cl)c1C(=O)NC(=O)Nc1ccccc1C(F)(F)F,-9,-2
O=C(Nc1cccc(-c2ccc(N3CCOCC3)nn2)c1)c1cc(-c2ccc(F)cc2)n[nH]1,-3,-6
COc1cc(C)c(C)cc1S(=O)(=O)N1CCN(c2ccccc2)CC1,1,-2
CCC(CC)C(=O)N1CCN(Cc2ccc3c(c2)OCO3)CC1,-2,0
COc1ccc(-c2coc3c(C)c(OCCN4CC5CC(C4)c4cccc(=O)n4C5)ccc3c2=O)cc1 (stereo unspecified),30,-120
COc1ccc(-n2cc(-c3ccccc3)c3c(NCCCN4CCCC4=O)ncnc32)cc1,14,0
O=C(c1ccc([N+](=O)[O-])cc1)N1CCCCCC1,3,-5
C(=N\N1CCN(C2c3ccccc3-c3ccccc32)CC1)/c1cccs1,i,x
Cc1ccc(SCC(=O)NC(C)(C)C)cc1,-7,-4
COCCNC(=O)C1CC(c2ccc(OC)c(OC)c2)=NO1 (stereo unspecified),-7,-3
CC(C)c1nc2ccc(NC(=O)C34CC5CC(CC(C5)C3)C4)cc2[nH]1,8,-5
CC(=O)N1CCN(c2nc3c(s2)CC(C(=O)Nc2cccc(Cl)c2C)CC3)CC1 (stereo unspecified),12,-5
CCOCCCNC(=O)c1oc2ccc(S(=O)(=O)N3CCC(C)CC3)cc2c1C,3,-4
Cc1nn(CCCC(=O)Nc2ccccc2C(F)(F)F)c(C)c1[N+](=O)[O-],-1,-4
Cc1ccc(-c2ccc(=O)n(CCc3nc(-c4ccc(F)cc4)no3)n2)cc1C,43,1
Cc1cccc(CNC(=O)c2c(C)noc2-c2ccncc2)c1,-10,2
Cc1cc2ncn(C(=O)c3ccc(F)cc3)c2cc1C,0,0
CN(C)C(=O)CSc1nnc(N)s1,-4,x
Cc1cc(-c2cc(C(=O)O)c3cc(Br)ccc3n2)c(C)s1,2,8
O=C(CCCc1ccccc1)NCc1ccc(F)cc1,-19,2
COC(=O)c1ccccc1NC(=O)C1CN(c2nc3ccc(OC)cc3s2)C1,-2,-3
CN(C)c1ncncc1N1CCC(C(=O)NC2CCCCCC2)CC1,8,-3
CCC(C)(C(=O)NC1CCCCC1)N(CC1CCCO1)C(=O)Cc1c[nH]c2ccccc12 (stereo unspecified),58*,-2
CC(C)Cc1nc2sc3c(=O)[nH]cnc3c2c2c1COC(C)(C)C2,-4,6
O=C1C[C@@H]2c3c(cccc3CN1Cc1ccccc1Br)C[C@@H](O)[C@H]2O,2,-4
COc1cc2c(C(=O)N3CCN(c4ncccn4)CC3)cn(C)c(=O)c2cc1OC,7,-2
COc1ccc(NC(=O)c2c(NC(=O)c3ccncc3)sc3c2CCC(C(C)(C)C)C3)cc1 (stereo unspecified),6,-2
O=C(Nc1ccc(Cl)cn1)c1ccccc1-c1ccccc1,-4,-7
Cc1cc(I)ccc1Nc1c([N+](=O)[O-])cc([N+](=O)[O-])c2cccnc12,46,-4
Cc1cc(C)c(NC(=O)c2ccc(C(C)(C)C)cc2)c(C)c1,-7,-8
COc1ccc(C(=O)Nc2ccc(N3CC4CC(C3)c3cccc(=O)n3C4)c(C#N)c2)cc1OC (stereo unspecified),3,-7
Cc1cc(C(=O)N2CCC(c3nnc(-c4ccco4)s3)CC2)c(C)o1,5,6
CC(C)NC(=O)c1cc(S(=O)(=O)N2CCC3(CC2)OCCO3)ccc1F,-1,-3
O=C(Cn1c(C2CC(=O)N(CCc3ccccc3)C2)nc2ccccc21)N1CCOCC1 (stereo unspecified),0,0
CC(=O)c1ccc(NC(=O)c2cc3nc(-c4ccc([N+](=O)[O-])cc4)cc(C(F)(F)F)n3n2)cc1,3,0
CN1/C(=C/c2cccc[n+]2CCO)Sc2ccccc21,8,-1
Cc1ccccc1CNC(=O)C1COc2ccc(NC(=O)CC(C)C)cc2C1 (stereo unspecified),2,4
COc1ccccc1N1CCN(c2ccc([N+](=O)[O-])c(C(=O)O)c2)CC1,2,0
O=C(c1ccc(C(F)(F)F)nc1)N1CCOC(COc2ccccc2)C1 (stereo unspecified),-9,-1
Cc1nccn1-c1ccc(N2CCN(C(=O)c3cc4ccccc4o3)CC2)nn1,4,-7
COc1ccc(OCc2noc(CNS(=O)(=O)Cc3ccccc3)n2)cc1,-15,-6
COc1ccc2c(=O)c(Oc3ccccc3Br)c(C(F)(F)F)oc2c1,4,9
O=C(NC1CCCC1)c1csc(-c2ccc(N3CCCC3)nc2)n1,-6,0

# Taken from above:
# mHTT CaM bind, CC(C)Cc1nc2sc3c(=O)[nH]cnc3c2c2c1COC(C)(C)C2 = -4
# mHTT CaM bind, COc1ccc(NC(=O)c2c(NC(=O)c3ccncc3)sc3c2CCC(C(C)(C)C)C3)cc1 (stereo unspecified) = 6
# mHTT CaM bind, O=C1C[C@@H]2c3c(cccc3CN1Cc1ccccc1Br)C[C@@H](O)[C@H]2O = 2

# Next section
SMILES,mHTT CaM bind,Pf apPOL block
Cc1cn(CCC(=O)O)c2ccccc12,x,1
O=C(CCCN1C(=O)c2ccccc2C1=O)Nc1ccccc1C(=O)N1CCOCC1,-4,1
CC(C)c1cc(C(=O)N2CCCCC2)nc2cc(-c3ccccn3)nn12,1,-4
Cc1cc(=O)n(CC(=O)N(C)c2ccccc2)c(N2CCCCC2)n1,-10,-3
O=C(Nc1c2c(nn1-c1ccc([N+](=O)[O-])cc1)CSC2)c1ccccc1[N+](=O)[O-],12,-3
O=c1oc(-c2ccc(I)cc2)nc2ccc(Br)cc12,2,-1
O=C(c1ccccc1F)N1CCC(n2nc(-c3ccsc3)ccc2=O)CC1,86*,6
CCCN1C(=O)CCc2cc(NC(=O)c3ccsc3)ccc21,-1,-12
CC(C)n1c(=O)c(NCc2cccc(F)c2)nc2ccncc21,-5,-22
COc1cc(C(=O)Oc2ccc3c(c2)OC(=Cc2sccc2C)C3=O)cc(OC)c1OC,2,-2
COC(=O)c1ccc(Cl)cc1N(CCCC#N)S(=O)(=O)c1ccc(C)cc1,x,0
COc1ccc(N2C(=O)NC3CC2(C)Oc2ccc(Br)cc23)cc1Cl (stereo unspecified),7,-6
Cn1c(SCC#N)nc2ccccc2c1=O,-1,-1
Fc1ccc(CSc2nc3ccccc3[nH]2)cc1,-4,0
Cn1nc(-c2nc(-c3ccccc3)no2)c2c1CCN(C(=O)NCc1ccccc1)C2,34,-5
O=C1C[C@H]2C=CCc3cccc(c32)CN1Cc1ccc(Br)cc1,12,-8
O=C1C2=C(Nc3ccccc3SC2c2ccccc2[N+](=O)[O-])c2ccccc21 (stereo unspecified),53*,3
O=C(NCCc1csc(C2CCCN(C(=O)C3CC3)C2)n1)C1CC1 (stereo unspecified),-9,-5
Cc1cc(Br)ccc1OCCN1CCOCC1,3,-3
COC(=O)c1ccc(Oc2coc3cc(OS(C)(=O)=O)ccc3c2=O)cc1,-7,0

# Pulled by structure from above (6):
SMILES,mHTT CaM bind,Pf apPOL block
COc1ccc(N2C(=O)NC3CC2(C)Oc2ccc(Br)cc23)cc1Cl (stereo unspecified),7,-6
COc1cc(C(=O)Oc2ccc3c(c2)OC(=Cc2sccc2C)C3=O)cc(OC)c1OC,2,-2
O=C1C2=C(Nc3ccccc3SC2c2ccccc2[N+](=O)[O-])c2ccccc21 (stereo unspecified),53*,3
Fc1ccc(CSc2nc3ccccc3[nH]2)cc1,-4,0
O=C1C[C@H]2C=CCc3cccc(c32)CN1Cc1ccc(Br)cc1,12,-8
COC(=O)c1ccc(Oc2coc3cc(OS(C)(=O)=O)ccc3c2=O)cc1,-7,0

# Other compounds
SMILES,mHTT CaM bind,Pf apPOL block
Cc1ccc(OCC(O)Cn2c(C)nc3ccccc32)cc1 (stereo unspecified),16,0
COc1ccc(C=Nc2ccc3oc(=O)ccc3c2)cc1,-5,-2
O=[N+]([O-])c1cnn(CSc2nc3ncccn3n2)c1,1,x
Cc1ccc(NC(=O)c2nnn(-c3ccc(OC(F)(F)F)cc3)c2N)cc1,0,-4
CCN1C(=O)Cc2ccccc2C1C(=O)N(C)Cc1ccco1 (stereo unspecified),12,-3
O=C(CN1CCC(c2nc(-c3cccc(F)c3)no2)CC1)NCc1ccccc1Cl,7,-5
O=C(NCc1ccc(F)cc1Cl)c1coc(=O)c2ccccc12,1,-8
CCNC(=O)Nc1cc(F)c2nc(N3CCOCC3)ccc2c1,6,2
Cc1nc2cc(N3CC(C(=O)Nc4ccc(Cl)cc4C)CC3=O)ccc2o1 (stereo unspecified),-6,-1
O=C(Nc1nnc(C2=COCCO2)o1)c1ccc([N+](=O)[O-])cc1,2,-1
CC(=O)c1ccc(NC(=O)/C(=C/c2ccc(F)cc2)NC(=O)c2ccco2)cc1,22,-7
CC(C)CNC(=O)C(=O)NCC(c1ccco1)S(=O)(=O)c1cccs1 (stereo unspecified),-10,-1
COc1ccc(-c2ncccc2CNC(=O)c2cccc(C)c2)cc1,10,-21
Cc1cc(OCC(=O)Nc2ccc(F)cc2F)nc(N2CCCC2)n1,-6,-1
COc1ccccc1C(=O)Nc1nnc2ccccn12,2,2
O=S(=O)(NC1CCN(Cc2ccccc2)CC1)c1cccs1,x,2
CC(=O)c1ccc(NC(=O)CCCn2nc(C)c([N+](=O)[O-])c2C)cc1,7,-5
CCOC1CCCCC1NS(=O)(=O)c1ccc(Cl)cc1 (stereo unspecified),-8,-3
Cc1ccc(S(=O)(=O)N2CCc3nc(NC(=O)Cc4ccccc4C)sc3C2)cc1,30,-6
Cc1cccc(NC(=O)Cn2[nH]c3c(cnc4ccc(F)cc43)c2=O)c1C,4,-1
CSc1nc2c(=S)[nH]c(=S)[nH]c2s1,x,-5
COc1ccc(/C=C2/N=C(c3ccc([N+](=O)[O-])cc3)OC2=O)c(OC)c1,6,-2
O=C(C1CCCN(c2ccncc2)C1)N1CCN(C2CCCCC2)CC1 (stereo unspecified),-10,8
COc1ccc(C(=O)N2CCN=C2N2CCC(C)CC2)cc1,-4,-4
CCOc1ccc(C(=O)Nc2cc(Cl)ccc2C)nn1,-14,0
O=C1c2cccc(N3CCCC3)c2C(=O)c2cccc(Cl)c21,65*,4
C=CCNCCCOc1ccc(CC)cc1,2,0
Cc1cccc(-n2c(=O)c3c(n4cnnc24)-c2ccccc2CC32CCCCC2)c1,5,3
COCCC1CCN(C(=O)c2ccccc2OC)CC1,-3,-2
CC1=NN(c2cccc(Cl)c2)C(=O)/C1=C/c1ccc(-c2ccc([N+](=O)[O-])cc2)o1,9,3
CS(=O)(=O)CC(N)=S,x,-2
COc1ccc(S(=O)(=O)NCC2CCC(C(=O)NC3CCCC(C)C3C)CC2)cc1 (stereo unspecified),6,-3
COC(=O)c1cccc(NC(=O)c2c[nH]c3ncccc23)c1,18,14
Cc1cc(OC2CCCCC2)nc(NCc2ccccc2)n1,-7,-28
CC1SC(=NC(=O)c2ccco2)NC1=O (stereo unspecified),-3,-17
CCOC(=O)c1cc(-n2cccc2)ccc1N1CCCCC1,x,-2
O=C(NCc1cc(F)cc(F)c1)C1CCCN(c2cnc3nccnc3c2)C1 (stereo unspecified),-1,-2
CCc1onc(C)c1C1CCCN1Cc1cn(CC)c2ccc(OC)cc12 (stereo unspecified),30,-6
CC1(C)CC(NCc2ccc(F)cc2)CCO1 (stereo unspecified),-6,-24
c1cc(-c2noc(C3CCCC3)n2)cc(N2CCOCC2)n1,-40,-1
CCOc1ccc(NS(=O)(=O)c2ccc3[nH]c4c(c3c2)CCCC4)cc1,91*,-1
Cc1nc(-c2ccc(C(=O)Nc3ccc(F)c(Cl)c3)cc2)cs1,-8,2
Cc1cccc(Cc2c(C)nc(C)nc2N2CCN(C(=O)C3CCC3)CC2)c1,5,6
